# hcGAS inh = human cGAS inhibition. inhibition, % at 12.5 µM. Q8N884. actives 0.081% (n = 290,000). recombinant h-cGAS, ATP depletion, Kinase-Glo luminescence;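 note: 0% = vehicle reaction and 100% = reaction without DNA for no activity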
# Target sequence (Q8N884 whole entry, looked up): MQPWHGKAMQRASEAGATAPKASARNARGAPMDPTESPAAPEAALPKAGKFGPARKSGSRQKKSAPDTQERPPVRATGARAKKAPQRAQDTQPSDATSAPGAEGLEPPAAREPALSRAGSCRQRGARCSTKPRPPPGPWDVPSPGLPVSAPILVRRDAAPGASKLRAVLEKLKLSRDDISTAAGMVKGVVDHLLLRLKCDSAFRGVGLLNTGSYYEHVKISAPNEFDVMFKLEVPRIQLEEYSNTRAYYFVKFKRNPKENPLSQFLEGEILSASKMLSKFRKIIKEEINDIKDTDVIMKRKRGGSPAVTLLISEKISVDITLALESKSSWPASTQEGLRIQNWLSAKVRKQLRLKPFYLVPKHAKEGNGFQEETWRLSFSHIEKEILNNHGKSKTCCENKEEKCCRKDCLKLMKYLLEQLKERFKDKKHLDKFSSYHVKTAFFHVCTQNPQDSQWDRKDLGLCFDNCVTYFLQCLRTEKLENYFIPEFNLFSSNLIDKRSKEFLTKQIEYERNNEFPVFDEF
# NPYLR7 ag = mosquito NPYLR7 agonism; HEK293T NPYLR7/Galpha15, GCaMP6s calcium fluorescence; activation, % at 10 µM; actives 0.15% (n = 270,000); in the data active = activation above about 40%;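 note: 0% = vehicle and 100% = reference agonist at the receptor; some compounds past the cut are filed as inactive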
# mcGAS lum = mouse cGAS inhibition by luminescence; Q8C6L5; recombinant cGAS, Kinase-Glo ATP depletion luminescence; inhibition, % at 12.5 µM; actives 0.15% (n = 160,000);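 note: 0% = negative control wells and 100% = reference inhibitor with no enzyme activity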
# Numbers without * were called inactive; x = not tested or not shown; & = joins results of further samples. Cut-off read from the data, not from the text of the source, unless noted: active = inhibition above about 40%; inactive = the rest.
SMILES | hcGAS inh | NPYLR7 ag | mcGAS lum
Cc1nc(SCc2ccc(Cl)cc2)c(C#N)c(C)c1C | 2 | 6 | -7
CCOc1ccc(N2C(=O)C3C4C=CC(C4)C3C2=O)cc1 (stereo not given) | 3 | -9 | 1
Cc1ccc(S(=O)(=O)NCC(c2ccc3c(c2)CCCN3C)N2CCOCC2)c(C)c1 (stereo not given) | -1 | 4 | -7
CC(NC(=O)NCC1CCOC1)c1ccc2c(c1)CC(=O)N2 (stereo not given) | -7 | 8 | x
CCC(C)NC(=O)CCN(CCOC)c1nc(-c2ccco2)nc2ccccc12 (stereo not given) | -5 | -6 | -6
CCc1nc(C)c(C(=O)N(C)Cc2nc(C3CC3)no2)o1 | 2 | -2 | x
C=CCn1c(=NC(=O)C2CCCN2S(=O)(=O)c2cccs2)sc2c(OC)ccc(OC)c21 (stereo not given) | -2 | -4 | -1
CCc1cc(CN(C)C(=O)C2CC(=O)N(c3cccc(O)c3)C2)on1 (stereo not given) | 2 | 12 | x
CC(C)(C)C(NC(=O)c1ccc2nncn2c1)C(F)(F)F (stereo not given) | -8 | -3 | x
CS(=O)(=O)c1ccc(SCC(O)c2cccc(Cl)c2)cc1 (stereo not given) | 12 | -2 | x
CSc1nnc(C)c2cnn(-c3ccccc3)c12 | 0 | -12 | -5
Cc1cccnc1NCCNC(=O)c1cn2cccc(C)c2n1 | -11 | x | -13
CCC(NC(=O)CC(C)C)C1c2cc(OC)c(OC)cc2CCN1Cc1cccc(F)c1 (stereo not given) | 6 | 5 | 0
COc1cccc(C(=O)NCC2CCCN(C(=O)c3ocnc3C)C2)c1OC (stereo not given) | -8 | 20 | x
CNc1ccc(-c2cccc(O)c2)cn1 | -7 | 0 | x
O=S(=O)(c1ccccc1)c1nc(NC2CCCC2)sc1Cl | -9&-10 | 1&-1 | -5
C=CCn1c(SCC(=O)c2ccc3ccccc3c2)nnc1-c1cc(-c2cccs2)nc2cc(C)c(C)cc12 | -5 | -1 | -5
COc1cccc(CC2CN(C(=O)c3cc(C)n4nc(C)cc4n3)CCO2)c1 (stereo not given) | -5 | 9 | x
COc1cc2c(cc1OC)C1CN(C(=O)c3c(-c4c(F)cccc4Cl)noc3C)CC(=O)N1CC2 (stereo not given) | -4 | 17 | -5
Cc1c(C)c(C(=O)NCc2ccco2)n(Cc2ccccc2F)c1C | -3 | 20 | -4
O=C1COCc2cc(-c3cc(F)cc(F)c3)ccc2N1CCN1CCOCC1 | -7 | 6 | x
FC(F)(F)c1ccc(CNc2nccnc2-c2ccccc2)cc1 | -1 | -3 | -5
O=C(Nc1nc(-c2ccccc2)cs1)c1cccc(N2CCCC2=O)c1 | -5 | -3 | -9
COCCN1CCN(c2nc(C3CCCC3)nc3c2cnn3C)CC1 | -6 | 4 | x
CCn1cc(C(=O)N2CCC(n3nccc3NC(=O)CCOc3ccccc3)CC2)cn1 | -7 | 20 | -10
Cc1cc(CN(C)Cc2ccc(-n3cccn3)cc2)n[nH]1 | -2 | x | -6
Cc1onc(-c2c(Cl)cccc2Cl)c1C(=O)N1CCN(c2nc3nccc(-c4cc(Cl)ccc4Cl)n3n2)CC1 | -5 | 22 | -2
CCOC(=O)N1CCN(C(c2ccccc2F)C2Sc3nc(CC)nn3C2=O)CC1 (stereo not given) | -6 | -1 | -8
Cc1ccc(C(C(=O)NCCN2CCCOC2=O)N(C)C)cc1 (stereo not given) | 1 | 15 | -10
O=C(Nc1ccccc1)N1CCC(N2CCCC(C(=O)N3CCOCC3)C2)CC1 (stereo not given) | -2 | x | -11

# More structures:
SMILES | hcGAS inh | NPYLR7 ag | mcGAS lum
O=C(c1cc(C(F)(F)F)[nH]n1)N1CC(=O)N(C2CCCCC2)CC(OCc2cccnc2)C1 (stereo not given) | -20 | 17 | -7
CSCCC(NC(=O)c1ccco1)C(=O)O (stereo not given) | -6 | -2 | x
COc1cc(=O)n(-c2ccccc2)nc1C(=O)N(Cc1ccccc1)Cc1ccccc1 | -8 | 2 | x
CC1=NN(c2nc(C)cc(C)n2)C(=O)C1C (stereo not given) | -7 | 15 | x
CCOC(=O)c1sc(-c2ccc(Cl)cc2)cc1NC(=O)CN1CCC(OC)CC1 | -18 | 13 | -6
Cc1ccc(Oc2ncccc2CNC(=O)c2nc[nH]c2C)cn1 | -10 | x | -9
C/C(=C/C(=O)N(Cc1ccccc1F)C1CCN(C)CC1)c1ccc(F)cc1 | -9 | 5 | x
Cc1ccc(Cc2nc(N3CCCN(C(=O)c4ccc(C(F)(F)F)cc4)CC3)c3c(C)nn(-c4ccc(F)cc4)c3n2)cc1 | 1 | -6 | 1
O=C(C#Cc1ccccc1)N1CCC(C2(Cc3ccc(F)cc3)NC(=O)N(C3CCOC3)C2=O)CC1 (stereo not given) | -4 | 0 | -9
CC(C)Oc1cccc(C(=O)C2CCCN(C(=O)NC(C)(C)C)C2)c1 (stereo not given) | -1 | 11 | x
O=C(CN1C(=O)CSc2ccccc21)Nc1ccnn1C1CCCc2ccccc21 (stereo not given) | -5 | 2 | x
Cc1csc(=O)n1CCNc1ccccc1OCC(F)(F)F | -12 | 2 | x
CC(C)(C)c1ccc(OCCCC(=O)NCc2cn[nH]c2)cc1 | 2 | 4 | x
COCCN(CCOC)C(=O)CSc1nnc(-c2ccc3c(c2)OCO3)o1 | -5 | 5 | -8
Cc1cc(F)ccc1S(=O)(=O)N1CCCn2cncc2C1 | -4 | -7 | -3
Cc1nn(C(C)(C)C)c(OC(=O)c2cccc(F)c2)c1S(=O)(=O)c1ccccc1 | 5 | 1 | 0
COc1ccc2nc(/C=C/C(=O)c3ccc(O)cc3)ccc2c1 | -6 | -3 | 76*
Cc1ccccc1CCN1CCC(CN(C(=O)c2cnn(C(C)C)c2)C2CCCC2)CC1 | -6 | 9 | -8
CCOC(=O)C1CCN(C(=O)C2COC3(CCCCC3)N2C(=O)c2cccc(Cl)c2)CC1 (stereo not given) | -1 | -9 | -3
CCCCOCCCNC(=O)CNC(=O)c1ccc(N2CCCC2=O)cc1 | -2 | -7 | x
C=CCN(Cc1cccc(OC)c1)C(=O)c1cc(Cl)ccc1OC | 1 | 9 | -12
CCn1ncc2c1CCCC2NC1CCN(c2ccccc2F)C1=O (stereo not given) | -10 | -1 | x
O=C1CCC(=C(O)c2ccccc2)C(=O)/C1=C/NCCO | -10 | 10 | x
Cc1ccc(NC(=NS(=O)(=O)c2ccccc2)Nc2nc(C)cc(C)n2)cc1 | -4 | -5 | x
CC(=O)Oc1c(-c2ccc(NC(=O)c3ccc4c(c3)OCO4)cc2)c(-c2cccc(F)c2)nn1-c1ccc(C)cc1 | -6 | 5 | -6
CSc1nc(N2CCOCC2)c2cnn(CCNC(=O)CCCc3ccccc3)c2n1 | 9 | -2 | -6
CN(C)CCCN1C(=O)C(=O)C(=C(O)c2ccccc2)C1c1ccc(Cl)c(Cl)c1 (stereo not given) | -7 | -4 | -9
O=C(NNC(=O)c1cccc(Br)c1)c1cccc(Br)c1 | -5 | 5 | -6
COc1ccc(O)c(C(C)NC(=O)c2sccc2-c2ccccc2)c1 (stereo not given) | -3 | 0 | x
COc1ccc2c(c1)CN(C(=O)Cc1csc(NC(=O)C(C)C)n1)CC2 | -8 | 2 | -13

# (list continues)
SMILES | hcGAS inh | NPYLR7 ag | mcGAS lum
O=C(Nc1c(-c2ccc(C(F)(F)F)cc2)nc2ccccn12)C1CCCCC1 | -10 | -4 | -8
O=C(c1ccncc1)N1C[C@H]2CC=CC[C@H]2C1 | -6 | 11 | -14
O=C(CCN(CCCN1CCOCC1)c1nc(-c2ccccc2Cl)nc2ccccc12)NCc1cccc(C(F)(F)F)c1 | -1 | 1 | 1
CC(C)CC1c2[nH]c3ccccc3c2CCN1C(=O)CCC(=O)c1ccc(F)cc1 (stereo not given) | -6 | -8 | -3
CCCCN(C)C(=O)c1nc2ccccn2c1CNCc1c(OC)ccc2ccccc12 | -8 | -7 | x
COC(=O)c1sccc1S(=O)(=O)Nc1cccc(C)c1 | -1 | 15 | x
COCCCn1c(-c2ccc(C(C)(C)C)cc2)nc2oc3cc(OC)ccc3c(=O)c2c1=O | 0 | -5 | x
C=CC(N)CCC(=O)O (stereo not given) | -3&-5&4 | -5&-7&2 | -4&-1
Cc1ccc(F)c(-c2ncccc2C(=O)N2CCCC2)c1 | -7 | 13 | x
COc1cc(C(=O)Nc2nnc(-c3cc(C)nn3C)o2)cc(OC)c1OC | -1 | -1 | -5
Cc1nc2ncc3c(=O)n(-c4cccc(F)c4)ccc3n2n1 | -4 | 3 | x
COC(=O)C1Sc2[nH]c(=O)sc2C(c2ccc(OC)cc2)C1C(=O)OC (stereo not given) | -6 | 4 | x
C=CCOC1C[C@](OCc2cccc(C)c2)(C(=O)NCCN2CCCC2)C[C@H]2OC(C)(C)O[C@@H]12 (stereo not given in full) | -6 | 14 | -5
CC1=C(C(=O)NC(C)C)C2(CCCCC2)OC1=O | -1 | 8 | 1
COc1cccc(CN(C)C(=O)c2cc(F)cc(S(N)(=O)=O)c2Br)c1 | -4 | 8 | x
CC(=O)OC[C@H]1O[C@@H]2C[C@@H](Nc3ccc(C)cc32)[C@@H]1OC(C)=O | 3 | -1 | 3
CCc1nc(-c2nccn2CCCc2scnc2C)c(C)[nH]1 | -6 | 8 | -14
CCNC(=O)COc1cccc(C(C)NC(=O)N2CCc3ccc(F)cc32)c1 (stereo not given) | -7 | 2 | x
O=C(CN1CN(c2ccccc2)C2(CCN(C(=O)c3ccc(Cl)cc3Cl)CC2)C1=O)N1CCOCC1 | -2 | 12 | -3
O=C([C@@H]1C[C@@H](O)CN1)N1CCc2[nH]nc(-c3cccc4ccccc34)c2C1 | -1 | 8 | -11
COc1ccc(/C=C2\Oc3c(ccc4c3CN(C3CC3)CO4)C2=O)cc1 | -4 | 3 | -8
CCCCc1ccc(C(=O)Nc2ccc(-n3nc(OCCOC)nc3-c3ccc(C(F)(F)F)cc3)cc2)cc1 | 6 | -3 | 2
CC(c1ccccc1)n1cnc2c(cnc3nc4ccccc4n32)c1=O (stereo not given) | 0 | 5 | x
CCC(=O)NC(Nc1ccc(C)cn1)(C(F)(F)F)C(F)(F)F | -7 | 10 | x
COCCC1CN(C/C(C)=C/c2ccco2)CCO1 (stereo not given) | -5 | x | -13
COc1ccc(NC(=O)CN(C)Cc2nnnn2C2CC2)cc1 | -5 | 6 | x
O=C(NC1CC1)[C@@H]1C[C@@H](O)[C@H](O)[C@@H]2NC(=S)N(c3cccc4ccccc34)[C@@H]21 | -8 | -8 | -7
CNc1nn(CC(=O)Nc2ccccc2OC)c(N)c1-c1nc(-c2ccccc2C)no1 | -3 | x | -9
COC(=O)c1sc(N)c(C(=O)OC)c1COC(=O)c1cnc(C)cn1 | -7 | 9 | -4
O=c1[nH]nc(C2CCN(C/C=C/c3ccco3)CC2)n1-c1ccccc1 | -7 | 3 | x

# Complete entries from above. Values in the order: hcGAS inh | NPYLR7 ag | mcGAS lum
# Entry for COc1cc(C(=O)Nc2nnc(-c3cc(C)nn3C)o2)cc(OC)c1OC = -1 | -1 | -5
# Entry for COc1cccc(CN(C)C(=O)c2cc(F)cc(S(N)(=O)=O)c2Br)c1 = -4 | 8 | x
# Entry for O=C(CCN(CCCN1CCOCC1)c1nc(-c2ccccc2Cl)nc2ccccc12)NCc1cccc(C(F)(F)F)c1 = -1 | 1 | 1

# Some of the entries above in another layout:
Compound: COc1ccc(/C=C2\Oc3c(ccc4c3CN(C3CC3)CO4)C2=O)cc1
  hcGAS inh = -4; NPYLR7 ag = 3; mcGAS lum = -8
Compound: CCCCc1ccc(C(=O)Nc2ccc(-n3nc(OCCOC)nc3-c3ccc(C(F)(F)F)cc3)cc2)cc1
  hcGAS inh = 6; NPYLR7 ag = -3; mcGAS lum = 2
Compound: CC(c1ccccc1)n1cnc2c(cnc3nc4ccccc4n32)c1=O (stereo not given)
  hcGAS inh = 0; NPYLR7 ag = 5; mcGAS lum = x
Compound: CCC(=O)NC(Nc1ccc(C)cn1)(C(F)(F)F)C(F)(F)F
  hcGAS inh = -7; NPYLR7 ag = 10; mcGAS lum = x

# The results go on:
SMILES | hcGAS inh | NPYLR7 ag | mcGAS lum
COCCNS(=O)(=O)c1cccc(C(=O)NCCC(O)(c2ccc(C)o2)C(F)(F)F)c1 (stereo not given) | -16 | 0 | x
Cc1cccc(CN(C)Cc2cn[nH]c2-c2ccc(F)cc2)c1O | -2 | 1 | -9
CC(=O)Nc1cccc(NC(=O)c2sccc2C2CC2)c1 | -2 | 6 | x
OCC1(CCc2ccccc2)CCCN(c2ncnc3sccc23)C1 (stereo not given) | -6 | -2 | -17
COc1ccc(N2C(=O)CSC2c2cccs2)cc1Cl (stereo not given) | -3 | -14 | -4
O=C(COC(=O)COc1ccccc1F)Nc1ccc(Br)cc1 | -2 | 8 | x
Nc1nc(CSc2nnnn2C2CCCC2)nc(Nc2ccc(F)cc2)n1 | -5 | 17 | x
CCC(C(=O)NCCCN(CC)CC)n1nc(C)n2c(cc3occc32)c1=O (stereo not given) | 2 | -4 | 0
CC(C)C(=O)Nn1ccc2c(cnc3ncnn32)c1=O | -8 | 3 | x
CC(Oc1ccc(Cl)cc1)C(=O)N1CCC(C(=O)c2ccc(O)cc2)CC1 (stereo not given) | -6 | 0 | x
COc1cccc(-c2noc(CSc3ncnc4sccc34)n2)c1 | -13 | 17 | x
Cc1ccn2c(NC(=O)C(C)(C)C)c(-c3cccc(Cl)c3)nc2c1 | -6 | -9 | -7
CC(C)N(Cc1cccc(OS(=O)(=O)c2cccc(C(F)(F)F)c2)c1)C(=O)c1ccc([N+](=O)[O-])cc1Cl | -2 | 11 | -3
CC=CC(=O)OCC(=O)NC(=O)NC(C)(C)C | -7 | 2 | -9
CCOC(=O)C1=C(C)NC(=O)NC1c1ccc(O)c(OCC)c1 (stereo not given) | -7 | 4 | x
Cc1ccc(CN2CCNC(=O)C2CC(=O)N(C)CCC2CCOCC2)o1 (stereo not given) | -7 | 5 | x
Cc1cc(C)n(CC(=O)N/N=C2\CCCCc3ccccc32)n1 | -1 | -3 | x
Cc1cc(C)n(CCC(=O)NC(C)Cc2cc(C)[nH]n2)c(=O)n1 (stereo not given) | -3 | 13 | x

# From PubChem
